Screens deposited in PubChem BioAssay by several laboratories.
IDE cell inh: inhibitors of human insulin-degrading enzyme in cells. P14735. HEK cells, FAbetaB cleavage, fluorescence polarization. inhibition, % at 5.59 µM. hit rate 0.41% among 320,000;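 active = percent inhibition above the average of all tested compounds plus 3 SD, set per screening campaign, cut at about 16% in these data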;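 also: IDE supplied by intact live HEK cells; FP after avidin binding of uncleaved biotin substrate so inhibition keeps polarization high; 0% = DMSO wells and 100% = 60 µM reference IDE inhibitor Ii1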
p-CIP stab down: lowers stability of the mouse p/CIP coactivator protein. Q05BA5. F442A p/CIP-EGFP cells, EGFP fluorescence, 16 h. decrease of EGFP signal, % at 10 µM. AID 1984. hit rate 0.01% among 290,000;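 active = EGFP signal decrease of at least 30% at 10 µM or well 3 SD below plate mean, unless failing retest; inactive = the rest, including hits failing retest or dose response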; also: some compounds called inactive have numbers as strong as hits; many of its hits are not listed in these tables
CRFR2-BP ag: agonists of human CRF-binding protein/CRF-R2 receptor complex; hit rate 0.46% among 350,000; activation, % at 13.2 µM; HEK293 CRF-R2/CRF-BP, calcium dye fluorescence (FLIPR); percent of saturating CRF peptide response; AID 588473;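 active = activation of at least 50%, plus an integration ratio under a set limit after plate pattern correction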;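 also: plate controls were neutral control wells without compound for no effect and CRF at EC100 for full effect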
GalR3 antagonist: blocks the human galanin receptor 3; HEK293 GalR3-CNG cAMP membrane potential fluorescence; galR3 body fused to GalR1 C-terminus; inhibition, % at 3 µM; hit rate 0.44% among 360,000; AID 651719;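 active = inhibition above the screen-wide average plus 3 SD, cut at about 13% in these data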;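 also: forskolin and galanin both at EC90 stimulate the cells; cAMP rise reported by CNG channel membrane potential dye signal; 0% = forskolin plus galanin with DMSO and 100% = forskolin alone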
Target sequence (O60755 1-299 limits assumed): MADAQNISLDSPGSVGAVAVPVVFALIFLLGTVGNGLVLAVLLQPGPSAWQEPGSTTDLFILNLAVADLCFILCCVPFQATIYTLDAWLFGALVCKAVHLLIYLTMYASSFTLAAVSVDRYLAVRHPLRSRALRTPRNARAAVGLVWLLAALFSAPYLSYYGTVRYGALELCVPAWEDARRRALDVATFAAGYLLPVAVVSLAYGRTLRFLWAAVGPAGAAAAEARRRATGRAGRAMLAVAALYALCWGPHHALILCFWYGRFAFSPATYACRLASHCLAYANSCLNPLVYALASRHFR
CRFR2-BP antag: blocks CRF-induced signaling of the CRF-BP/CRF-R2 complex | hit rate 0.59% among 350,000 | HEK293 CRF-R2/CRF-BP, CRF-induced calcium fluorescence | inhibition, % at 11.8 µM;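 active = inhibition of the ligand-induced calcium signal above about 50% at the single tested concentration, limit read from the data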
M4 PAM: potentiates acetylcholine response at human M4 receptor. P08173. CHO-K1 hM4/Gqi5, Fluo-8 calcium fluorescence, ACh EC20; 0% = ACh EC20, 100% = maximal ACh. activation, % at 3 µM. hit rate 0.4% among 360,000;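 active = activation above its plate's cutoff, the mean activation of sample wells plus 3 SD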; also: some results filed as inactive read as strong as hits
Target sequence (P08173 whole entry, looked up): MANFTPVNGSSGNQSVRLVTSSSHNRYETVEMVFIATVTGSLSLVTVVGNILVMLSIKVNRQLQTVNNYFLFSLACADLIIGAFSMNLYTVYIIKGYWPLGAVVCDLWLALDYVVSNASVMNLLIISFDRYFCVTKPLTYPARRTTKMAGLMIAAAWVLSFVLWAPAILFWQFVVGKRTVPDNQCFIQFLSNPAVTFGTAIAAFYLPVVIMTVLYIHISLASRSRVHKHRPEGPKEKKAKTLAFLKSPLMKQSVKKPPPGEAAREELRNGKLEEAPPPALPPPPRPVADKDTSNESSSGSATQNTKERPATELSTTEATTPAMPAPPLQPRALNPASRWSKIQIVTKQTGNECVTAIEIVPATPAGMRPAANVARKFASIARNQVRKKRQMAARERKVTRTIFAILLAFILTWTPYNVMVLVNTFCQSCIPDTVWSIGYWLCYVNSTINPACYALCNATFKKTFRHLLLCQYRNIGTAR
IDE cell activ: IDE (human) activation, cell-based; P14735; HEK cells, FAbeta-B cleavage, fluorescence polarization; 0% vehicle, 100% cell-free pure enzyme wells; activation, % at 5.96 µM; hit rate 0.073% among 340,000; AID 493087;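 active = activation above the mean of all tested compounds plus 3 SD, set per screening campaign, cut at about 17% in these data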
PHOSPHO1 block: blocks human PHOSPHO1 phosphatase activity; Q8TCT1; inhibition, % at 13.3 µM; recombinant PHOSPHO1, absorbance phosphatase assay; hit rate 1.1% among 290,000; in the data active = inhibition above about 60%
Target sequence (Q8TCT1 whole entry, looked up): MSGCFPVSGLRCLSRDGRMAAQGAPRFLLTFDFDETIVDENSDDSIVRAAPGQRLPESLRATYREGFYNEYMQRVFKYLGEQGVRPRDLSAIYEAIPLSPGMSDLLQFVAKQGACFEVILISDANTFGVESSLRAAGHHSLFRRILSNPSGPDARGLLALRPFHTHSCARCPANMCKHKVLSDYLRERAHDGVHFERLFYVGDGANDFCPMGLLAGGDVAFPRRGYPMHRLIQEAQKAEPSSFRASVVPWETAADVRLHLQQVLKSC
MEKK3 PB1 HTS: MEKK3-MEK5 PB1 interaction, increase or decrease | binding response (% of control), % at 10 µM | bead-based flow cytometry, Alexa488-MEK5 binding to MEKK3; actives lie on both sides; 0 = blocked by unlabeled MEK5, 100 = vehicle | Q99759 | hit rate 1.4% among 290,000;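 active = binding response more than 3 SD above or below the average of its plate-row segment, actives on both sides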;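 also: Alexa488 bead fluorescence after subtracting the streptavidin-only scavenger bead signal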
Numbers without * were called inactive; · = not tested or not shown; [ ] = remark or other dose. This is a random part of the collection; about 4.2% have a hit in one of these screens.

mol,IDE cell activ,CRFR2-BP ag,p-CIP stab down,MEKK3 PB1 HTS,CRFR2-BP antag,GalR3 antagonist,M4 PAM,PHOSPHO1 block,IDE cell inh
COCc1cc(CN2CCCC(CNC(=O)c3ccc(F)cc3)C2)ccc1OC (stereo unspecified),5,-1.5,-17,106,-2,-3,-7,28,-7
CC[n+]1ccc(C(=O)NCc2ccccc2)cc1,0,-0.9,9,95,-1,-4,7,20,0
Clc1ccccc1OCc1nc(-c2ccncc2)no1,-1,0.5,0,96,-1,-2,2,-5,7
Cc1cccc(Cc2c(C)nc3c(C(=O)N4CCN(Cc5ccc6c(c5)OCO6)CC4)cnn3c2C)c1,5,-3.5,-9,103,11,-5,0,56,-2
CCn1c(SCC(N)=O)nnc1-c1ccc2[nH]c(C)c(C)c2c1,5,-0.7,-6,95,33,-1,8,-10,1
Cc1nc(N)nc2c1CCCC2,3,-2.8,9,94,8,-4,2,5,5
CC1CCN(c2nc(CN3CCCCC3)nc3scc(-c4ccccc4)c23)CC1,2,-0.2,-13,111,-30,-4,-19,10,3
CC(=O)/C(C(=N)N1CCN(C(c2ccccc2)c2ccccc2)CC1)=C(\C)O,0,-2.5,-10,91,-3,-1,-25,-12,1
Cc1ccc(NC(=O)C2CC(=O)n3ncnc3N2)cc1 (stereo unspecified),4,0.8,1,97,20,-1,-4,7,4
NC(=O)c1ccc(NC(=O)COC(=O)C2(c3ccccc3F)CCCC2)cc1,2,-1.2,-10,73*[inhibitor],-18,0,-6,17,-3
COc1ccc(CN(C)C(=O)Cn2cc(C)c(=O)[nH]c2=O)cc1OC,-2,-1.0,·,·,-2,-5,10,·,·
COc1cc([N+](=O)[O-])ccc1N=Nc1c(N)[nH]n(-c2ccccc2)c1=O,·,-1.9,-4,121,11,-3,-3,-53,1
O=C1CCCCCC1C1(O)C(=O)Nc2ccc(Br)cc21 (stereo unspecified),2,-0.5,-11,100,12,-5,11,2,4
O=C(O)c1cccc(CSc2nnc(-c3ccco3)o2)c1,0,-0.3,2,101,-3,-2,4,1,0
Cc1ccc(S(=O)(=O)CC(=O)N(CCCN2CCOCC2)c2nc3c(F)cccc3s2)cc1,-3,1.1,·,·,-20,0,5,·,-2
O=C(CSc1nc(COc2ccccc2)nc2ccccc12)NC1CCCC1,2,0.5,-5,99,-31,-7,-2,-3,2
Cc1nc2sc(-c3ccccc3)cc2c(=O)[nH]1,1,1.0,-13,105,-33,2,8,1,0
Cc1cc(C)nc(N2CCCC(C(=O)Nc3ccc(F)cc3)C2)n1 (stereo unspecified),-1,-2.9,-19,96,4,-2,-11,18,2
COc1ccccc1NC(=S)N(Cc1ccc(C)cc1)Cc1ccccn1,10,-0.8,-3,103,5,2,-8,-3,-3
O=C(COC(=O)Cc1n[nH]c(=O)c2ccccc12)NNC(=O)c1ccc(Cl)cc1,3,-0.5,·,·,-8,-4,5,·,-5
Cc1ccc(Nc2ccc([N+](=O)[O-])cn2)cc1Cl,2,0.3,-11,102,-12,-6,-15,9,·
COc1ccc(CCNC(=O)Cn2c(=O)n(-c3ccc(F)cc3)c(=O)c3sccc32)cc1OC,-3,-0.1,-5,101,8,3,12,-10,·
O=C(Cc1ccc(Br)cc1)N1CCN(c2ccccc2)CC1,4,-1.4,-7,99,4,-3,-4,-77,2
Nc1nnc(CC(=O)N/N=C/c2cc([N+](=O)[O-])cc(Br)c2O)s1,4,0.5,8,97,-9,-3,1,-32,0
Cc1ccc(SCC(=O)NCCCN2CCOCC2)cc1,-3,2.8,2,103,-5,0,-5,41,-6
COc1ccccc1-c1cc(C(F)(F)F)nc(S(=O)(=O)CCCC(=O)Nc2cccnc2Cl)n1,2,0.2,-16,90,-23,22*,0,-109,·
N#C/C(=C\c1cn[nH]c1-c1ccccc1)C(=O)NC1CCCCCC1,-1,-0.7,-18,75,-1,-4,-8,24,-5
COc1ccc(C(CNC(=O)C(C)Oc2ccc(Br)cc2)N2CCOCC2)cc1 (stereo unspecified),2,-0.6,·,·,1,-3,-2,·,1
CC(C)NC(=S)NCc1cccs1,4,1.2,-4,99,22,-3,3,18,-12
N#C/C(=C\c1ccc(O)c(O)c1)C(=O)N1CCCC1,-1,0.3,12,100,7,-7,2,12,4

An excerpt from above with just IDE cell inh, CRFR2-BP ag and IDE cell activ.
| SMILES | IDE cell inh | CRFR2-BP ag | IDE cell activ |
| --- | --- | --- | --- |
| NC(=O)c1ccc(NC(=O)COC(=O)C2(c3ccccc3F)CCCC2)cc1 | -3 | -1.2 | 2 |
| Clc1ccccc1OCc1nc(-c2ccncc2)no1 | 7 | 0.5 | -1 |

(further entries)
mol,IDE cell activ,CRFR2-BP ag,p-CIP stab down,MEKK3 PB1 HTS,CRFR2-BP antag,GalR3 antagonist,M4 PAM,PHOSPHO1 block,IDE cell inh
COc1cccc(NC(=O)CSc2nc3c(oc4ccccc43)c(=O)[nH]2)c1,0,0.2,-1,90,44,6,9,6,3
Cc1cccc(N2CCN(C(=O)CS(=O)(=O)Cc3nc(-c4ccccc4F)oc3C)CC2C)c1 (stereo unspecified),13,-6.6,-8,107,6,·,0,-30,0
O=C(NC1CCCCCC1)c1ccc2nc3cc(Cl)ccc3c(=O)n2c1,4,-0.8,0,90,3,4,6,-10,5
Cc1ccc(S(=O)(=O)CCC(=O)OC(C)C(=O)c2c(C)[nH]c3ccccc23)cc1 (stereo unspecified),-4,5.2,2,102,4,-6,10,-4,6
COc1cccc(CN(C)C(=O)c2cccc(S(=O)(=O)N3CCN(c4ccccc4)CC3)c2)c1,·,-0.4,·,·,16,4,-7,·,·
CCCn1nc(NC(=O)c2ccco2)c2cc3ccccc3nc21,-1,-1.4,5,99,2,-8,-12,42,-2
FC(F)Sc1ccc(-n2cc(-c3ccccc3)[n+]3c2CCC3)cc1,6,-0.2,-10,99,8,1,-7,-32,5
C[C@H](CO)N1C[C@H](C)[C@@H](CN(C)C(=O)Nc2ccc(C(F)(F)F)cc2)Oc2c(NC(=O)NC3CCCCC3)cccc2C1=O,0,0.0,·,·,5,-1,0,·,-3
CCOc1ccccc1NC(=O)CSc1nc(=O)n(Cc2ccncc2)c2c1CCC2,-4,-1.2,·,·,19,-3,7,·,10
CCOC(=O)c1c(NC(=O)CSc2nnnn2-c2ccc3c(c2)OCO3)sc(C)c1C,0,5.8,-8,100,-7,3,-4,-22,1
COC(=O)c1c(-c2ccccc2)csc1NC1=NS(=O)(=O)c2ccccc21,7,-0.8,-30,103,6,-5,5,-1,3
COc1cc2c(cc1NC(=S)Nc1ccccc1C)oc1ccccc12,-5,-2.1,-3,104,5,-5,2,-1,-2
COc1ccc(C(=O)Nc2ccc3c(c2)nc(CN2CCCC2)n3C)cc1,4,-0.2,-13,107,15,-2,3,-22,1
CCOC(=O)C1CCCN(c2c(NCCc3ccc(C)cc3)c(=O)c2=O)C1 (stereo unspecified),-3,-3.9,-7,111,-3,10,13,24,1
CCOC(=O)N1CCN(c2nnc(-c3ccccc3)c3ccccc23)CC1,1,-0.7,-13,105,14,-8,-15,40,-2
CC1(C)NC(=O)N(CCOCCOc2ccc3ccccc3c2Br)C1=O,1,4.4,-7,98,-20,-5,2,0,2
CC1CCCCC1NC(=O)c1ccc(S(=O)(=O)NCC2CCCO2)cc1 (stereo unspecified),3,-1.8,-16,98,-5,1,6,28,0
COc1cc(/C=C/C(=O)c2ccc(F)cc2)cc(OC)c1OC,1,-3.3,4,84,32,1,1,46,1
CCOC(=O)N1CCN(S(=O)(=O)c2ccc(OC)c(C(=O)N3CCCCC3)c2)CC1,-1,-0.1,-7,100,1,-1,1,2,-1
COC(=O)CNC(=O)c1cccc(-c2ccc(OC)cc2)c1,0,-0.6,-6,102,-5,-4,9,-3,-5
COC(=O)c1ccc(-c2c(-c3ccccc3)ncc3cc(OC)c(OC)cc23)cc1,1,0.1,·,·,7,-2,-1,·,-5
O=C1C=C(c2ccc(CO)cc2)C[C@@H](c2ccc(F)cc2)C1,·,-0.3,·,·,-11,-6,-5,·,·
CC(=O)NS(=O)(=O)c1ccc(Nc2ccc([N+](=O)[O-])c3nonc23)cc1,-1,0.1,0,108,-1,-5,3,30,5
CS(=O)(=O)N(CC(=O)N1CCCC1)c1ccc(Cl)cc1,9,-1.1,9,105,0,-9,-6,24,4
CCCCNC(=O)N(O)C1N(/N=C/c2ccccc2OC)C(=S)SC1(C)C (stereo unspecified),1,0.5,5,113,-1,-6,-13,38,-1
O=C(O)C1C2C=CC(C2)C1C(=O)OC1CC2CCC1C2 (stereo unspecified),6,-1.5,5,110,-2,-5,12,-6,9
CCn1c(SCC(=O)NC2CCCC2)nnc1-c1ccccn1,5,-0.2,4,103,13,2,4,·,0
CC(OC(=O)CN1C(=O)COc2ccccc21)C(=O)NCc1ccc(F)cc1 (stereo unspecified),1,-0.8,-10,98,0,0,2,23,2
CCOC(=O)Cc1nc2cc(Cl)ccc2o1,-1,0.3,-2,87,2,-6,5,11,0
CC(=O)N(c1ccc(N(C(C)=O)S(=O)(=O)c2cccs2)cc1)S(=O)(=O)c1cccs1,2,-1.9,-18,81,4,-2,12,-10,-6

Further structures follow:
mol,IDE cell activ,CRFR2-BP ag,p-CIP stab down,MEKK3 PB1 HTS,CRFR2-BP antag,GalR3 antagonist,M4 PAM,PHOSPHO1 block,IDE cell inh
O=C(Cc1c[nH]c2ccccc12)NCc1ccccc1F,3,0.3,1,99,16,-4,-4,23,0
CS(=O)(=O)N1CCC(C(=O)NCc2ccc(F)cc2)CC1,4,-1.4,0,103,4,-7,3,-14,3
COc1ccc(N2CCN(C(c3cccs3)C(C)NC(=O)c3ccco3)CC2)cc1 (stereo unspecified),8,1.9,-7,100,-14,0,-11,-35,-1
COc1ccc(/C(O)=C2/C(=O)C(=O)N(c3ccccn3)C2c2cccc(Cl)c2)cc1 (stereo unspecified),0,-2.5,-10,98,0,-9,2,44,2
COCCNC(=O)C1CCC(CNS(=O)(=O)c2ccc3c(c2)CC(C)N3C(=O)C2CC2)CC1 (stereo unspecified),-3,-0.8,-2,102,12,8,6,15,6
CCN(CC(=O)Nc1c(F)cccc1F)C(=O)Cc1c[nH]c2ccccc12,4,-1.5,·,·,4,-6,-5,·,-1
Cc1cccn2c(=O)c(C=O)c(N3CCCCC3)nc12,4,-0.1,4,103,-17,0,13,-6,-2
CCC(C)[C@H](NC(=O)N1CC(=O)Nc2ccccc21)C(=O)N[C@H](Cc1c[nH]c2ccccc12)C(=O)O (stereo partly specified),5,-1.6,-1,100,10,-7,3,-2,6
C[C@H](N)c1nnc(SCC(=O)c2ccc(Cl)cc2)o1,4,-1.4,0,103,22,-6,-2,11,3
Cn1c(Cl)c(/C=N/OC(=O)C2CC2)c2ccccc21,0,-1.3,-4,107,-6,-5,-5,32,7
CC(=O)NC(CCS(C)(=O)=O)C(=O)Nc1cc(C)ccc1C (stereo unspecified),5,0.9,2,115,30,·,7,33,-6
CCCc1cc2c(=O)c(-c3ccc4c(c3)OCCO4)coc2cc1OC(=O)c1ccco1,-1,1.7,-3,95,21,-6,8,38,3
Cc1ccc(S(=O)(=O)NCC(c2ccco2)N2CCOCC2)cc1 (stereo unspecified),5,1.9,-10,105,-17,0,-3,-9,-2
